USP2a block = USP2a (human) protease inhibition. O75604. USP2 core, Ub-CHOP2 coupled fluorogenic reporter, 485/531. Potency, µM (series often up to 38.3 µM), for inactives: top-dose activity change, negative = inhibition, hits mostly inhibitors. 330,000 tested, 0.01% active. AID 463254;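 note: potency is the fitted concentration of half-maximal effect; plate controls were DMSO wells for no effect and full inhibition by NEM control for full effect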
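Deubiquitinase activity read as fluorescence (485/531 nm) after Ub-CHOP2 cleavage activates the enterokinase reporter on its substrate; USP2 core 10nM, Ub-CHOP2 and substrate 25nM each, 30min compound preincubation then 60min RT; data normalized to NEM, curves fitted.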
BCR signal inh = inhibitors of chronic active B-cell receptor signaling | ABC-DLBCL IkBa-CBG/CBR reporter, luminescence ratio, 4 h | Potency, µM (titrated, usually from 46.1 µM), without a hit: at the top dose ratio change, negative = lower green/red ratio, usual class: inhibitors | 340,000 tested, 0.05% active | AID 493014; active = well fitted inhibition curve with a large enough effect in the signal ratio, with a control signal flat, not every such curve was filed as active; inconclusive = small, poorly fitted or top-dose-only effect, or effect the other way, or a change in a side signal; the % refers to the signal ratio;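 note: potency is the fitted concentration of half-maximal effect; plate controls were basal doxycycline-induced cells for no effect and cells given 10 µM MG132 for full effect; MG132 reads +100%, hits lower the ratio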
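Doxycycline induced both beetle luciferases in TMD8 lymphoma cells; IKK-driven degradation limits the IkappaBalpha-fused green signal, while red luminescence normalises for cell number and nonspecific effects. Compounds tested up to 46 uM, 4 hrs.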
S-ASM inh = human S-ASM enzyme inhibition; placental ASM, HMU-PC fluorogenic substrate, 60 min; Potency, µM (top dose mostly 57.5 µM), without a hit: at the highest dose activity change, negative = inhibition, actives largely listed as inhibitors; 340,000 tested, 0.006% active; AID 504937; note: potency is the fitted concentration of half-maximal effect
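Human placenta-derived ASM preincubated with compound 10 min at room temperature, then reacted with 9 uM (final) fluorogenic HMU-PC substrate for 60 min at 37 C. Stop solution raises pH to 10; fluorescence read at Ex 386/Em 447 nm.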
Menin-MLL TR inh = menin-MLL binding inhibition, Texas Red mutant peptide. Potency, µM (series often up to 61.6 µM), for the others: top-dose FP activity change, negative = inhibition, most hits filed as inhibitors. Menin + Texas Red MLL mutant peptide, fluorescence polarization. AID 1768. 270,000 tested, 0.23% active; active = well fitted inhibition curve with a large enough effect in the polarisation, with a control signal flat, not every such curve was filed as active; inconclusive = small, poorly fitted or top-dose-only effect, or effect the other way, or a change in a side signal; inactive = no such curve, though single readings can be large or run the other way; the % refers to the polarisation; note: potency is the fitted concentration of half-maximal effect; % of control where 0% means no effect; many of its hits are not listed in these tables
Target sequence (O00255 whole entry, looked up): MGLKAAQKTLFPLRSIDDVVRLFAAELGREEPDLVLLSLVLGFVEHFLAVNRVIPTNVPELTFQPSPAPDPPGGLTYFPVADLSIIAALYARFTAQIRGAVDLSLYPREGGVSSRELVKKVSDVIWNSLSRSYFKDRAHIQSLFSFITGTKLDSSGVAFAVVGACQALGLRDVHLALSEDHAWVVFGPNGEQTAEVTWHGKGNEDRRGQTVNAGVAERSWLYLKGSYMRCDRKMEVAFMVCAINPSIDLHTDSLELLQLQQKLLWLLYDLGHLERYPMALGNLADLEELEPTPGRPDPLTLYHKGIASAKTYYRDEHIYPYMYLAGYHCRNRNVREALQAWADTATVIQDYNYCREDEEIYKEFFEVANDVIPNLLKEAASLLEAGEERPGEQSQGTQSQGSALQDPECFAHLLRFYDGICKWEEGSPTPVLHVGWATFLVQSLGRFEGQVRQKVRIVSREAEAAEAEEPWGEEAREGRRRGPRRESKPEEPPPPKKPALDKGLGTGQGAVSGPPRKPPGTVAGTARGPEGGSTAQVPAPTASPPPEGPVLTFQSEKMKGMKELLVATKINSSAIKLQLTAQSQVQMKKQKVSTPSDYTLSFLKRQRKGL
MBNL1-CUG inh = blocks human MBNL1 binding to CUG repeat RNA. TR-FRET MBNL1-His/biotin-(CUG)12 binding, 665/545 ratio. Potency, µM (top dose mostly 57.5 µM), inactives show top-dose activity change, negative = inhibition, actives largely listed as inhibitors. 280,000 tested, 0.036% active. AID 2675; active = well fitted inhibition curve with a large enough effect in the signal ratio, with a control signal flat, not every such curve was filed as active; inconclusive = small, poorly fitted or top-dose-only effect, or effect the other way, or a change in a side signal; inactive = no such curve, though single readings can be large or run the other way; the % refers to the signal ratio; note: potency is the fitted concentration of half-maximal effect; % is set by controls: 0 for no effect and ±100 for the full control effect
Target sequence (Q9NR56 whole entry, looked up): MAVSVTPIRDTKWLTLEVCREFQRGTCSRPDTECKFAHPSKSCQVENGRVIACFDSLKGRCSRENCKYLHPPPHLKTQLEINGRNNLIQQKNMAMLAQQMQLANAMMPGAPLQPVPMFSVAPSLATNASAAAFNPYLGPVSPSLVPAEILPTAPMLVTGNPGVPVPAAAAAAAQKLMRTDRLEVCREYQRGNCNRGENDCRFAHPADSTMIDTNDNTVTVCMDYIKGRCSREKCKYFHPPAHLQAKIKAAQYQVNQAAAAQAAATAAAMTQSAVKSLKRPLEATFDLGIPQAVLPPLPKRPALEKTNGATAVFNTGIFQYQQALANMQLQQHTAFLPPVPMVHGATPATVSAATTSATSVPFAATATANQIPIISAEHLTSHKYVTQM
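Compound titration spanned 92 nM–58 uM against the MBNL1-His/biotin-(CUG)12 complex. After 60 min at room temperature with 5 nM streptavidin-XL665 and 0.055 ng/ul terbium anti-His, ratiometric 665/545 nm emission (Ex 340 nm) normalized to controls.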
KCNH2 WT inh = inhibitors of human wildtype KCNH2 potassium channel; U2OS, BacMam KCNH2, thallium flux FluxOr; hits give low values; AID 720551; activity change, % at 1.84 µM; Q12809; 340,000 tested, 0.37% active;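 active = maximum activity change below -70%; inconclusive = maximum activity change between -70% and -50%; inactive = maximum activity change above -50%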; note: % is set by controls: 0 for no effect and ±100 for the full control effect
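U2OS cells transduced with wild-type KCNH2 virus are loaded with FluxOr dye for 45 min, and thallium flux is measured in kinetic reads before and after stimulation buffer. Rate constants are normalized to DMSO controls.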
Mito fusion yeast = mitochondrial division inhibition or fusion activation. AID 485298. Potency, µM (series often up to 46.1 µM), without a hit: at the top dose growth rescue (activation), hits mostly activators. 320,000 tested, 0.23% active. S. cerevisiae fusion-defective mutant growth rescue, CellTiterGlo 48 h;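 note: potency is the fitted concentration of half-maximal effect; % of control where 0% means no effect; nearly all actives have a fitted effect of over 45% in size; temperature-sensitive fusion mutants such as fzo1-1 at 37 °C on non-fermentable ethanol glycerol medium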
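S. cerevisiae fusion-defective temperature-sensitive mutants (e.g. fzo1-1, mgm1-5) grown 48 h at 37C in YPEG (ethanol/glycerol non-fermentable) medium with 23 nl compound per well; growth rescue read as CellTiterGlo luminescence.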
Eya2 inh = blocks the phosphatase activity of human Eya2 | recombinant Eya2, OMFP fluorescence dephosphorylation (OMFP is methylfluorescein phosphate) | Potency, µM (titrated, usually from 76.9 µM), inactives show at the top dose activity, negative = inhibition, usual class: inhibitors | 330,000 tested, 0.006% active; note: potency is the fitted concentration of half-maximal effect; % is set by controls: 0 for no effect and ±100 for the full control effect
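Eya2 (0.2 uM) preincubated 10 min at ambient with compound, then OMFP substrate added at 50 uM; 10 min reaction in 50 mM HEPES pH 7.5, 50 mM NaCl, 5 uM MgCl2, 0.05% BSA, 1 mM DTT. Fluorescence read at Ex 485/Em 525 nm.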
PKM2 act = PKM2 (human) enzyme activation. AID 1631. purified PKM2, Kinase-Glo ATP luminescence, activation; response scale: 0% is enzyme alone, no compound. Potency, µM (doses to about 57.5 µM), for the others: top-dose activation, usual class: activators. P14618. 260,000 tested, 0.34% active; note: potency is the fitted concentration of half-maximal effect; % is set by controls: 0 for no effect and ±100 for the full control effect; nearly all actives have a fitted effect of over 55% in size
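hPK-M2, >95% pure; 0.1 mM ADP / 0.5 mM PEP final; imidazole pH7.2 buffer w/ 7 mM MgCl2, 50 mM KCl; 1 h RT; Kinase-Glo lum. Intermediate enzyme activity for dual inhibitor/activator qHTS.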
TSHR antagonist = antagonists of human thyroid stimulating hormone receptor | P16473 | TSHR-expressing cells, TSH-stimulated cAMP HTRF, 2 h; hits give low values | activity change, negative = inhibition, % at 11.5 µM | 330,000 tested, 0.2% active | AID 504810;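 active = activity change below a set negative limit, meaning inhibition stronger than a set level, cut at about -70% in these data; inconclusive = activity change between two set negative limits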; note: % is set by controls: 0 for no effect and ±100 for the full control effect
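Cell-based HTRF cAMP assay; TSHR cells + compound, TSH EC80 (4nM final), 2 h, 37 deg C. Lysis with anti-cAMP cryptate and cAMP-d2, 30 min RT, read 665/620 nm.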
GALK inh = galactokinase (human) inhibition; P51570; Purified GALK, Kinase-Glo residual ATP luminescence; Potency, µM (highest dose often 57.5 µM), without a hit: top-dose activity change, negative = inhibition, usual class: inhibitors; 270,000 tested, 0.007% active; note: potency is the fitted concentration of half-maximal effect; % is set by controls: 0 for no effect and ±100 for the full control effect
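ATP-depletion format; final 35 uM ATP, 100 uM D-galactose, 5 nM enzyme; pH 8.0 HEPES/Mg2+ buffer; 60 min RT; luminescence read 10 min after detection reagent.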
Starred values were filed as active, the others as inactive; ? = inconclusive; . = no result given; [ ] = another dose, or the depositor's remark. Unless noted, calls come from the whole dose curve; as a rule, active = well fitted curve in the direction sought with a large enough effect; inconclusive = small, poorly fitted or top-dose-only effect, or another doubt; inactive = no such curve, though single readings can be large; an effect the other way counts as inactive or inconclusive. Only part of the results is shown; rates above refer to the full screens.

SMILES	USP2a block	BCR signal inh	S-ASM inh	Menin-MLL TR inh	MBNL1-CUG inh	KCNH2 WT inh	Mito fusion yeast	Eya2 inh	PKM2 act	TSHR antagonist	GALK inh
CCCN1C(=O)/C(=N\OCC(=O)NCC(F)(F)F)c2ccccc21	-8%	1%	0%	-9%	-1%	-9	-2%	-6%	-5%	16	0%
Cc1ccc(N2CC(C(=O)Nc3nccs3)CC2=O)cc1 (stereo not drawn)	-2%	0%	0%	-1%	-11%	-1	0%	-1%	-1%	-9	4%
Cc1cc(C)nc(-n2nc(C)cc2NC(=O)CN2CCc3ccccc3C2)n1	0%	-3%	-5%	-11%	4%	28	7%	12%	2%	-19	8%
CCN(CC)CCNC(=O)c1ccc(NC(=O)C2CCN(c3ncnc4sc(C)c(C)c34)CC2)cc1	-3%	2%	-4%	.	-6%	-10	0%	-7%	4%	0	-1%
Cc1ccccc1NC(=O)/C(=C/c1ccccc1)c1ccccc1	3%	10%	-2%	1%	-1%	5	2%	?	1%	-3	0%
Cc1ccc(NC(=O)C2CSC3(C)CCC(=O)N23)cc1S(=O)(=O)N1CCOCC1 (stereo not drawn)	3%	?	2%	.	.	-2	-3%	-16%	.	13	.
Cc1cc(C)n(CC2CC(=O)N(c3ccc(Cl)c(Cl)c3)C2=O)n1 (stereo not drawn)	1%	?	0%	-5%	1%	-16	1%	-6%	1%	10	0%
Cc1csc(=O)n1CCC(=O)OCC(=O)NNC(=O)c1ccccc1	1%	0%	1%	.	.	-7	-4%	20%	.	19	.
O=S(=O)(c1ccc(NC(=S)NCc2ccco2)cc1)N1CCCC1	0%	-1%	-3%	10%	8%	-3	-3%	-1%	8%	-8	2%
CCc1nnc(NC(=O)CSc2nnc(-c3ccc(S(=O)(=O)N4CCCC4)cc3)n2CC)s1	0%	-7%	-1%	-10%	-22%	8	8%	1%	6%	16	0%
COC(=O)Nc1ccc(S(=O)(=O)NCCO)cc1	7%	0%	4%	-1%	-2%	-12	-2%	-24%	-2%	28	-1%
Cc1ccc(C)c(OCCC(=O)N2CCN(S(=O)(=O)c3cc(F)ccc3F)CC2)c1	-6%	-1%	-1%	.	.	38	3%	-1%	.	17	.
CC(C)CCN1CCC(n2nccc2NC(=O)c2ccc3c(c2)OCO3)CC1	3%	-2%	0%	-20%	-10%	17	0%	3%	.	16	2%
CCc1ccc(NC(=O)COC(=O)CC2CCCC2)cc1	-7%	-3%	-1%	.	.	32	.	-3%	.	-12	.
CCc1ccc(C(=O)OCC(=O)NC2CCCC2)cc1	-4%	2%	-2%	?	11%	6	-1%	11%	.	29	-2%
O=C(Cc1ccccc1)c1nc2ccccc2s1	4%	2%	-2%	2%	.	-11	3%	4%	-3%	3	0%
CCc1ccccc1NC(=O)CN1CCN(C(=O)CNC(=O)c2ccc(N3CCCC3=O)cc2)CC1	-1%	0%	7%	.	.	0	1%	17%	.	-12	.
COc1cccc(NC(=O)C(C)Sc2nnc(C3CC3)n2C2CC2)c1 (stereo not drawn)	1%	3%	6%	.	.	-9	0%	-5%	.	-6	.
CSc1cc(-c2ccccc2)n(Cc2c(Cl)cccc2Cl)c(=O)c1C#N	1%	2%	-2%	-23%	4%	-5	-2%	10%	7%	-6	1%
COc1ccc(OC)c(NC(=O)c2cc3c(=O)n4ccccc4nc3n2C)c1	3%	2%	57%[activator]	8%	3%	1	0%	9%	6%	-4	-1%
CC1CCN(C(=O)CSc2nc(=O)n3ccccc3n2)CC1	0%	11%	-2%	.	.	14	0%	-3%	.	6	.
COCCNC(=O)c1cccc(OC2CCN(Cc3ccc(C(=O)OC)cc3)CC2)c1	-1%	-6%	0%	-3%	-23%	6	0%	4%	11%[11.5 µM]	7	5%
C#CCOCCOCCOCCNc1nc(N2CCN(C(=O)[C@H](Cc3ccc(O)cc3)n3cc([C@@H](N)CC(C)C)nn3)CC2)nc(N2CCN(C(=O)[C@H](Cc3cc4ccccc4[nH]3)n3cc([C@@H](N)CC(C)C)nn3)CC2)n1	-1%	-2%	4%	?	-14%	2	1%	8%	2%	-6	5%
Oc1ccc(Nc2nc(-c3ccccc3F)nc3ccccc23)cc1	2%	?	1%	?	-5%	-21	4%	-1%	.	-4	-2%
COc1ccc(N(C(=O)c2cccc(OC)c2OC)C2C=CS(=O)(=O)C2)cc1 (stereo not drawn)	3%	0%	5%	21%	-4%	-4	1%	?	-4%	26	-1%
CCC(CO)Oc1cc(NCc2cccnc2)c2ncn(C(C)C)c2c1 (stereo not drawn)	1%	-2%	-3%	.	.	-7	.	6%	.	4	.
COC(=O)c1ccc2nc(C)cc(Nc3ccc(N(C)C)cc3)c2c1	0%	?	-2%	-12%	?	-2	1%	-1%	11%	-11	.
O=C(CSc1nnc(COc2ccc3c(c2)CCCC3)o1)Nc1ccc(F)cc1	-3%	1%	3%	-7%	7%	2	0%	-8%	-7%	4	2%
C=C(C)CSc1nc2nc(C)c(Br)cc2[nH]1	6%	?	.	4%	2%	.	4%	-10%	2%	11	-1%
COCCC(=O)N1CCC(Oc2ccc(C(=O)N(C)C3CCCCC3)cc2)CC1	1%	-3%	-3%	-2%	6%	1	-3%	5%	-2%	-13	-1%
O=C(O)c1cccc(-c2ccc(/C=N/Nc3ccc([N+](=O)[O-])cc3)o2)c1	2%	?	-5%	.	?	-4	6%	-2%	2%	-6	.
CCCS(=O)(=O)NCc1cn2cccc(C)c2n1	0%	5%	0%	8%	-2%	-2	-6%	-2%	-3%	9	0%
Cc1ccc(-c2cc(C(F)F)nc(N3CCC(C)CC3)n2)cc1	1%	1%	21%	10%	-6%	-4	4%	-28%	0%	3	-1%
COc1ccc(S(=O)(=O)NCC2CCCN(C(=O)CSC)C2)cc1 (stereo not drawn)	2%	4%	5%	21%	-1%	0	1%	11%	-4%	7	3%
O=C(NCCCl)Nc1ccc(Cl)c([N+](=O)[O-])c1	4%	0%	0%	10%	?	11	9%	5%	1%	-9	-1%
O=[N+]([O-])c1cc(C(F)(F)F)ccc1NN=C1CCCC1	2%	-1%	-3%	-3%	16%	-2	0%	4%	-7%	-2	6%
O=C(/C=C/c1ccc(F)cc1)NC(=S)N1CCN(c2ccccn2)CC1	-1%	?	-3%	.	.	-10	1%	2%	-7%	-2	1%
COc1ccc(/C=C2\COc3ccccc3C2=O)cc1OC	1%	?	-1%	-23%	-20%	1	-11%	-13%	7%	-4	-6%
CCC(C(=O)NCc1cccnc1)c1ccccc1 (stereo not drawn)	2%	9%	5%	-21%	-18%	-1	-5%	0%	0%	-1	2%

In the list so far, 2 contain an NH in an aromatic ring.
SMILES	USP2a block	BCR signal inh	S-ASM inh	Menin-MLL TR inh	MBNL1-CUG inh	KCNH2 WT inh	Mito fusion yeast	Eya2 inh	PKM2 act	TSHR antagonist	GALK inh
C#CCOCCOCCOCCNc1nc(N2CCN(C(=O)[C@H](Cc3ccc(O)cc3)n3cc([C@@H](N)CC(C)C)nn3)CC2)nc(N2CCN(C(=O)[C@H](Cc3cc4ccccc4[nH]3)n3cc([C@@H](N)CC(C)C)nn3)CC2)n1	-1%	-2%	4%	?	-14%	2	1%	8%	2%	-6	5%
C=C(C)CSc1nc2nc(C)c(Br)cc2[nH]1	6%	?	.	4%	2%	.	4%	-10%	2%	11	-1%

Three of the entries above in order of the TSHR antagonist value, smallest number first:
molecule	TSHR antagonist
COC(=O)c1ccc2nc(C)cc(Nc3ccc(N(C)C)cc3)c2c1	-11
C#CCOCCOCCOCCNc1nc(N2CCN(C(=O)[C@H](Cc3ccc(O)cc3)n3cc([C@@H](N)CC(C)C)nn3)CC2)nc(N2CCN(C(=O)[C@H](Cc3cc4ccccc4[nH]3)n3cc([C@@H](N)CC(C)C)nn3)CC2)n1	-6
O=C(/C=C/c1ccc(F)cc1)NC(=S)N1CCN(c2ccccn2)CC1	-2

Source: PubChem BioAssay
